Bioassay records as filed in PubChem.
TMEM16A act = TMEM16A chloride channel activators or potentiators, primary screen, cell-based, HTS; Anoctamin-1 (Mus musculus), Q8BHY3; HEK293 TMEM16A/YFP-H148Q/I152L, iodide quench fluorescence; active compounds read low; B-score at 10 µM; 340,000 tested, 0.3% active;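 active means fluorescence-ratio B-score plate-corrected deviation score at least 3 library SD below zero, with starting fluorescence score within 5 deviations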;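 further: channel opened by trigger with iodide after compound preincubation; score built on the fluorescence ratio of max minus min over baseline; more negative score means more quench and so TMEM16A activation or potentiation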
MrgX1 PAM = positive allosteric modulators of MrgX1, primary screen, HEK293 cells, Fluo-4 calcium flux. 310,000 tested, 0.63% active. FDSS; active compounds read high. B-score at 10 µM;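 active means plate-corrected calcium response at least 3 library SD above typical, normal starting fluorescence, not activating the receptor alone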;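 further: compound read alongside a low EC10 to EC30 dose of BAM8-22 agonist; peak minus trough fluorescence over baseline measured at the second addition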
TRPC4 PAM = positive allosteric modulators of TRPC4, primary screen, cell-based, mouse TRPC4beta, HEK293 mu-opioid, Fluo-4 calcium; Short transient receptor potential channel 4 (Mus musculus), Q9QUQ5; DAMGO EC20, Fluo-4 Ca2+ flux; active compounds read high; B-score at 10 µM; 310,000 tested, 0.42% active;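 active means B-score of calcium response area above 5 SD of library B-scores, with initial fluorescence ratio within 5 SD of library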;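 further: B-score of integrated fluorescence ratio over time as area under calcium response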
TRPC6 act = mouse TRPC6 channel activators, primary screen, cell-based, HEK293, membrane potential dye | Short transient receptor potential channel 6 (Mus musculus), Q61143 | 310,000 tested, 0.13% active | AID 2550, 2010 | B-score at 10 µM | HEK293-TRPC6 membrane potential dye fluorescence; active compounds read high;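 active means B-score of the integrated fluorescence ratio above library mean plus 3 SD, and starting fluorescence ratio within library mean plus 5 SD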;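 further: higher score means more depolarization so channel activation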
Target sequence (Q61143 whole entry, looked up): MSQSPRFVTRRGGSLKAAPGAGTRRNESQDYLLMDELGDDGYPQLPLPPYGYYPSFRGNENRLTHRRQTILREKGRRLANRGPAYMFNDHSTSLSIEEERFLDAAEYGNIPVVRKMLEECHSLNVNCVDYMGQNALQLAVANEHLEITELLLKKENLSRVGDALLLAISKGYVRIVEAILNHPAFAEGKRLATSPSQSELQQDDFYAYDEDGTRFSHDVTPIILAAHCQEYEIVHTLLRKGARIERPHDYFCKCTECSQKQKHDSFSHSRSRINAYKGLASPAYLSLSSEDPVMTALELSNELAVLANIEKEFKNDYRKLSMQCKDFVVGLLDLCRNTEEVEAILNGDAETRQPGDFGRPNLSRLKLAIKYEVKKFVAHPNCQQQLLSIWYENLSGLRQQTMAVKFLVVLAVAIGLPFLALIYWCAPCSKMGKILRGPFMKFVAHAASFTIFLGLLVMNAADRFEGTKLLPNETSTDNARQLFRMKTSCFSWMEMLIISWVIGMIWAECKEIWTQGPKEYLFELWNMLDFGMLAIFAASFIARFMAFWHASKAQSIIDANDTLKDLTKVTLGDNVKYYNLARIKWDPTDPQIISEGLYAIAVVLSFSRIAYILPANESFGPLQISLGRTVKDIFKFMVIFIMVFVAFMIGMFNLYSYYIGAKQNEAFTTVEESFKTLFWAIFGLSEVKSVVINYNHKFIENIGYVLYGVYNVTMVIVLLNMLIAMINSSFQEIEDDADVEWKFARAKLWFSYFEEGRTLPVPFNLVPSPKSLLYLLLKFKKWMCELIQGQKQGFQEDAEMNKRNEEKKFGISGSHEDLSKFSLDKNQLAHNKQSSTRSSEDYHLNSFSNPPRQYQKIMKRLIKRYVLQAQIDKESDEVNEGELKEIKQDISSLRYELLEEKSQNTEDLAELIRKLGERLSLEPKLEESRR
MrgX1 agonist = agonists of human MrgX1 receptor, primary screen, HEK293 cells, Fluo-4 calcium flux; Mas-related G-protein coupled receptor member X1 (Homo sapiens), Q96LB2; Fluo-4 calcium fluorescence, agonist mode; active compounds read high; B-score at 10 µM; 310,000 tested, 0.44% active;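 active means calcium response B-score plate-corrected fluorescence ratio at least 3 library SD, with starting fluorescence B-score inside 5 SD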
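Test system: HEK293 cells stably expressing human MrgX1 receptor; amount: 15,000 cells per well; doses: compound delivered in addition one of three; times: overnight plating before 1 h dye loading; detection: Fluo-4 NW calcium-flux fluorescence, kinetic read; read-out basis: B-scored fluorescence response ratio; controls: positive and negative controls per plate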
RGS4 block = RGS4 inhibitors, primary screen, cell-based, HEK293 M3R inducible RGS4, calcium flux; Fluo-4 calcium flux; active compounds read high; triggered by carbachol at its EC20; B-score at 10 µM; 310,000 tested, 0.45% active; AID 463165, 2010;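 active means B-score, a plate-corrected calcium signal, over three deviations above library mean, with baseline fluorescence within five deviations of library mean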;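 further: RGS4 expression induced by doxycycline in cells with stable M3 receptor; B-score is computed from the integrated fluorescence ratio over baseline after carbachol; higher B-score means a larger calcium signal and so more RGS4 inhibition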
ANO1 block = TMEM16A chloride channel inhibitors, primary screen, cell-based, HTS | Anoctamin-1 (Mus musculus), Q8BHY3 | HEK293 TMEM16A/YFP iodide influx fluorescence, ionomycin | normalized B-score (activity score, 25-100; higher = stronger inhibition) at 10 µM | 310,000 tested, 1.2% active | AID 588511, 2011;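 active means ratio plate-corrected score three or more library SD toward inhibition, starting fluorescence score within five deviations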;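 further: score derived from kinetic fluorescence span divided by baseline fluorescence per well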
TRPC4 act = activators of mouse TRPC4 channel, primary screen, Fluo4 calcium, HEK293 TRPC4beta/mu-opioid cells. Fluo4 calcium fluorescence; active compounds read high. B-score at 10 µM. 310,000 tested, 0.49% active. AID 2237, 2010;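 active means B-score above 5 SD of library B-scores, and initial fluorescence ratio not above library mean plus 5 SD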;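 further: positive B-score marks a calcium rise read as TRPC4 activation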
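Incubation: 45 min room-temperature Fluo4 loading, 110 s read / System: HEK293 cells stably co-expressing mouse TRPC4beta and mu-opioid receptor / Signal: Fluo4 fluorescence, kinetic / Control set: buffer (low) and maximal DAMGO (high) / Measure: integrated baseline-normalised fluorescence ratio, converted to per-well B score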
MrgX1 antagonist = antagonists of human MrgX1 receptor, primary screen, HEK293 cells, Fluo-4 calcium flux; B-score at 10 µM; 310,000 tested, 1.3% active; Mas-related G-protein coupled receptor member X1 (Homo sapiens), Q96LB2; BAM8-22 antagonism; active compounds read low;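 active means calcium-response B-score plate-corrected more than 3 library SD below zero, starting fluorescence within 5 deviations, no agonist response on first addition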;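 further: peak minus trough fluorescence over baseline after final BAM8-22 challenge near maximal dose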
TRPC4 inh = inhibitors of mouse TRPC4 channel, primary screen, Fluo4 calcium, HEK293 TRPC4beta/mu-opioid cells. Short transient receptor potential channel 4 (Mus musculus), Q9QUQ5. DAMGO-evoked Fluo4 calcium flux; active compounds read low. B-score at 10 µM. 300,000 tested, 0.39% active;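 active means B-score over 3 SD under the library average, no early fluorescence shift, positive overall ratio signal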
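Assay system: HEK293 cells with stable TRPC4beta plus mu-opioid receptor expression. Dosing: single dose. Measured by: Fluo4 Ca2+ flux fluorescence. Also added: DAMGO in two steps, submaximal then maximal. Read-out: B score from integrated Fluo4 fluorescence ratio.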
TRPC6 inhibitor = mouse TRPC6 channel inhibitors, primary screen, cell-based, HEK293, membrane potential dye. Short transient receptor potential channel 6 (Mus musculus), Q61143. ACh-evoked depolarization; active compounds read low. B-score at 10 µM. 310,000 tested, 1.1% active. AID 2553, 2010;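 active means B-score under library mean minus 3 SD, initial fluorescence not abnormally high, positive integrated signal ratio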;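 further: B-score derived from integrated fluorescence ratio over the kinetic read; more negative B-score means stronger inhibition of depolarization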
* = called active by the depositor; i = inactive; nt = not tested or not shown.

Second line of a record – TMEM16A act	MrgX1 PAM	TRPC4 PAM	TRPC6 act	MrgX1 agonist	RGS4 block	ANO1 block	TRPC4 act	MrgX1 antagonist	TRPC4 inh	TRPC6 inhibitor
Cc1ccc(Cn2nnc3c(=O)[nH]c(C4CCN(S(=O)(=O)Cc5ccccc5)CC4)nc32)cc1
→ i	i	i	i	i	i	i	i	i	i	i
O=C(/C=C/c1ccco1)Nc1ccccn1
→ i	i	i	i	i	i	i	i	i	i	i
Cc1ccccc1/C=C1\C(=O)Nc2ccc(F)cc21
→ i	i	i	i	i	i	i	i	i	i	i
Cc1ccc2nc(NC(=S)NC(=O)c3ccco3)sc2c1
→ i	i	i	i	i	i	i	i	i	i	i
O=C(CC1CCCC1)OCn1nnc2ccccc2c1=O
→ i	i	i	i	i	i	i	i	i	i	i
Cc1cccc(OCCOC(=O)CN2C(=O)NC3(CCCC3)C2=O)c1
→ i	i	i	i	i	i	i	i	i	i	i
Cc1cc(C)n(C(=O)CNC(=O)c2ccccc2Br)n1
→ i	i	i	i	i	i	i	i	i	i	i
CS(=O)(=O)N1CCN(c2ccc(NC(=O)c3cc4ccccc4o3)cc2)CC1
→ i	i	i	i	i	i	i	i	i	i	i
NC(=O)c1nsc(C(=O)N(c2cccc(F)c2)C(C(=O)NCc2ccccc2)c2ccc(O)cc2)c1N (configuration not stated)
→ i	i	i	i	i	i	i	i	i	i	i
COCCCNC(=S)NNC(=S)Nc1ccc(OC)cc1
→ i	i	i	i	i	i	i	i	i	i	i
CCC(C(=O)NCCCN1CCCCCC1)n1nc(C)c2sc3ccccc3c2c1=O (configuration not stated)
→ i	i	i	i	i	i	i	i	i	i	i
Cc1cccnc1NC(=O)CCc1nnc2ccc(N3CCC4(CC3)OCCO4)nn12
→ i	i	i	i	i	i	i	i	i	i	i
CC(C)(C)NC(=O)NC(=O)COC(=O)C1CC(=O)N(Cc2ccccc2)C1 (configuration not stated)
→ i	i	i	i	i	i	i	i	i	i	i
CCCCC(=NCCO)C1=C(O)C(C(=O)OC)C(C)(C)CC1=O (configuration not stated)
→ i	i	i	i	i	i	i	i	i	i	i
C=CCNC(=O)CCC(=O)NNc1nc2ccccc2c2nc(-c3ccccc3)nn12
→ i	i	i	i	i	i	i	i	i	i	i
CCc1c(C)sc(NC(=O)CSc2nc3c(c(C(F)(F)F)n2)CCc2ccccc2-3)c1C#N
→ i	i	i	i	i	i	i	i	i	i	i
Cc1ccc(S(=O)(=O)Nc2ccc3[nH]ccc3c2)cc1
→ i	i	i	i	i	i	i	i	i	i	i
NC(=O)CNC(=O)C1CCN(S(=O)(=O)c2ccc(-n3cnnn3)cc2)CC1
→ i	i	i	i	i	i	i	i	i	i	i
Cc1ccc(NC(=O)CN2C(=O)NC3(CCCCC3C)C2=O)cc1S(=O)(=O)N1CCCCC1 (configuration not stated)
→ i	i	i	i	i	i	i	i	i	i	i
C/C(N)=C(/C#N)C(=O)COC(=O)C1CCC(C(C)(C)C)CC1 (configuration not stated)
→ i	i	i	i	i	i	25*	i	i	i	i
O=C(CSc1ncnc2nc[nH]c12)Nc1ccc(Br)cc1Cl
→ i	i	i	i	i	i	i	i	i	i	i
Cc1ccc2[nH]c3c(=O)[nH]ncc3c2c1
→ i	i	i	i	i	i	i	i	i	i	i
Cc1cc2c(c(=O)n1Cc1ccc3c(c1)OCO3)C(c1cccnc1)C(C#N)=C(N)O2 (configuration not stated)
→ i	i	i	i	i	i	i	i	i	i	i
CC(C)CC(/C(O)=C(\C#N)c1nc2ccccc2[nH]1)N1C(=O)c2ccccc2C1=O (configuration not stated)
→ i	i	i	i	i	i	i	i	i	i	i
COc1ccc(-c2ccc(-c3noc(-c4ccccc4C)n3)c(OC)n2)cc1
→ i	i	i	i	i	i	i	i	i	i	i
CCCC1OC2CC3C4CCC5=CC(=O)C=CC5(C)C4C(O)CC3(C)C2(C(=O)O)O1 (configuration not stated)
→ i	i	i	i	i	i	i	i	i	i	i
C=CCN(CC=C)CCOc1ccccc1[N+](=O)[O-]
→ i	i	i	i	i	i	i	i	i	i	i
CCOC(=O)C1=C(C)N(c2nonc2NC(C)=O)C(N)=C(C#N)C1c1ccccc1F (configuration not stated)
→ i	i	i	i	i	i	i	i	i	i	i
CCCOc1ccc(N2C(=O)CC(N(Cc3ccco3)C(=O)CC)C2=O)cc1 (configuration not stated)
→ i	i	i	i	i	i	i	i	i	i	i
O=C(c1cccs1)N1CCN(Cc2ccc3c(c2)OCO3)CC1
→ i	i	i	i	i	i	i	i	i	i	i
CNC(=O)c1c(NC(=O)CS(=O)(=O)c2ccc(F)cc2)sc(C)c1C
→ i	i	i	i	i	i	i	i	i	i	i
COCCCN=C1NN=C(c2cc(C)n(Cc3ccccc3Cl)c2C)CS1
→ i	i	i	i	i	i	i	i	i	i	i
CN1C(=O)C(O)(CC(=O)c2ccccn2)c2cc(Br)ccc21 (configuration not stated)
→ i	i	i	i	i	i	i	i	i	i	i
Cc1ccc2nc(-c3ccc(NC(=O)CN(c4ccccc4C)S(C)(=O)=O)cc3)sc2c1
→ i	i	i	i	i	i	i	i	i	i	i
CCCCCSc1nnc(C)c(=O)[nH]1
→ i	i	i	i	i	i	i	i	i	i	i
CC(C)OC(=O)c1nn2c(C(F)(F)F)cc(-c3ccc(Br)o3)nc2c1Br
→ i	i	i	i	i	i	i	i	i	i	i
CCN(CC)CCNC(=S)Nc1ccc2nc(N3CCCC3)cc(C)c2c1
→ i	i	i	i	i	i	i	i	i	i	i
Cc1sc2ncn(CC(=O)NCCCN3CC(C)CC(C)C3)c(=O)c2c1S(=O)(=O)N1CC(C)CC(C)C1 (configuration not stated)
→ i	i	i	i	i	i	i	i	i	i	i
CC(C)(C)OC(=O)N1CCC[C@H]1C(=O)NCC1CCC(C(=O)O)CC1 (some centres not stated)
→ i	i	i	i	i	i	i	i	i	i	i
COc1ccccc1-c1nnc(SCC(=O)N2CCOCC2)o1
→ i	i	i	i	i	i	i	i	i	i	i
COc1ccc(OCC(=O)N(Cc2cccs2)C2CCS(=O)(=O)C2)cc1 (configuration not stated)
→ i	i	i	i	i	i	i	i	i	i	i
Cc1ccc(/C=N/NC(=O)c2cccs2)cc1[N+](=O)[O-]
→ i	i	i	i	i	i	i	i	i	i	i
Nc1nonc1-n1nnc(C(=O)N/N=C/c2ccccc2F)c1-c1cccs1
→ i	i	i	i	i	i	i	i	i	i	i
Cn1c(=O)[nH]c(=O)c2c1nc(NC1CCCCC1)n2Cc1ccccc1
→ i	i	i	i	i	i	i	i	i	i	i
COc1cccc(-c2c(C#N)c(N)nc3c2c(=O)nc2sccn23)c1
→ nt	i	i	i	i	i	i	i	i	i	i
Cc1cc(NC(=O)CSCC(=O)Nc2ccccc2Oc2ccccc2)no1
→ i	i	i	i	i	i	i	i	i	i	i
Cc1[nH]n2cnnc2c(=O)c1Br
→ i	i	i	i	i	i	i	i	i	i	i
COCCNC(=O)Cn1cnc([N+](=O)[O-])n1
→ i	i	i	i	i	i	i	i	i	i	i
COc1ccccc1CNC(=S)NCCc1ccccc1
→ i	i	i	i	i	i	i	i	i	i	i
CCOc1ccc(S(=O)(=O)Nc2cccc(OC)c2)cc1
→ i	i	i	i	i	i	i	i	i	i	i
CCOc1ccc(/C=C2\CCC(C3CCCC3)C2=O)cc1 (configuration not stated)
→ i	i	i	i	i	i	i	i	i	i	i
CC(=O)c1c(C)[nH]c(C(=O)Nc2cccc3ccccc23)c1C
→ i	i	i	i	i	i	i	i	i	i	i
Cc1ccccc1C(=O)N/N=C/c1ccc([N+](=O)[O-])s1
→ i	i	i	12.5*	i	i	i	i	i	i	-6.1*
Cc1ccc(CNC(=O)CSc2nc3ccccc3c(=O)n2CCCO)cc1
→ i	i	i	i	i	i	i	i	i	i	i
C#CCn1c(=NC(=O)c2ccccc2[N+](=O)[O-])sc2cc(S(C)(=O)=O)ccc21
→ i	i	i	i	i	i	i	i	i	i	i
CSc1cccc(NC(=S)NC(=O)c2cccnc2)c1
→ i	i	i	i	i	i	i	i	i	i	i
CCOCCn1c(=O)c2c(nc3n2CC(C)CN3CCc2ccccc2)n(C)c1=O (configuration not stated)
→ i	i	i	i	i	i	i	i	i	i	i
C=CCn1c(SCC(=O)Nc2nc(C)cs2)nnc1C(C)NC(=O)c1ccccc1Cl (configuration not stated)
→ i	i	i	i	i	i	i	i	i	i	i
CN(C)C(=O)N1CCN(C(=O)c2ccccc2Sc2ccccc2C#N)CC1
→ i	i	i	i	i	i	i	i	i	i	i
O=C(N/C(=C/c1cn(-c2ccccc2)nc1-c1ccccc1)C(=O)N1CCOCC1)c1ccccc1
→ nt	i	i	i	i	i	i	i	i	i	i
CCCCCn1c(=O)[nH]c2cc(C(=O)NCc3ccc4c(c3)OCO4)ccc2c1=O
→ i	i	i	i	i	i	i	i	i	i	i
O=C(Nc1ccccc1Br)C1CCCN1S(=O)(=O)c1cccc2nsnc12 (configuration not stated)
→ i	i	i	i	i	i	i	i	i	i	i

Rows were taken by chance; overall some 5.8% were active at least once.
